Compound activity from PubChem.
Rtt109 HAT inh = inhibitors of Candida albicans Rtt109/Vps75 histone acetyltransferase. Q5AAJ8. purified Rtt109/Vps75, ThioGlo CoA-SH fluorescence, 4 h. inhibition, % at 34.9 µM. 330,000 tested, 0.16% active. AID 540336;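 active = inhibition of at least 50% in every replicate; inconclusive = best replicate reaches 50% inhibition but some replicates fall short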
Target sequence (Q5AAJ8 whole entry, looked up): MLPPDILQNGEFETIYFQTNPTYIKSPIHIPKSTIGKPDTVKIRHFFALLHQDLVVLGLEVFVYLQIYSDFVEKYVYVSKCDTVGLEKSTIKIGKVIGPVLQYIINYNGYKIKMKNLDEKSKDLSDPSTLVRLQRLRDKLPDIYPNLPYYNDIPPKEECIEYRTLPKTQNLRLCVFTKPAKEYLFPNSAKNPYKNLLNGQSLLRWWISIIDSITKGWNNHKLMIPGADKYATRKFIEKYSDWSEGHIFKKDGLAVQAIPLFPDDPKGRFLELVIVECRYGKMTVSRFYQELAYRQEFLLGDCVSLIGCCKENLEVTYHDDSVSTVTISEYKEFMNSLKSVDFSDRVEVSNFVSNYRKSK
dFosB act = activators of mouse delta FosB homodimer | purified delta FosB, TAMRA-CDK5 oligo fluorescence polarization; percent of positive-control signal above neutral wells | activation, % at 25 µM | 340,000 tested, 0.99% active | AID 493131;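 active = mean activation above about 17%, with every replicate also reaching it, limit read from the data, passing the limit was not always enough; inconclusive = only one of the two conditions met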;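 also: fluorescence polarization rise as delta FosB binds a TAMRA Cdk5 AP-1 oligo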
CDK5 inh = CDK5/p35 (human) kinase inhibition. Q00535+Q15078. Recombinant CDK5/p35, ADP-Glo luminescence, 60 min. inhibition, % at 10 µM. 330,000 tested, 0.01% active. AID 488839;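 active = highest replicate inhibition of at least 50% and at least 75% of replicates reaching 50%; inconclusive = only one of the two criteria met; inactive = both criteria failed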;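 also: plate controls were DMSO neutral control for no effect and GW8510 at 10 µM for full effect; many of its hits are not listed in these tables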
Target sequence (Q00535 whole entry, looked up): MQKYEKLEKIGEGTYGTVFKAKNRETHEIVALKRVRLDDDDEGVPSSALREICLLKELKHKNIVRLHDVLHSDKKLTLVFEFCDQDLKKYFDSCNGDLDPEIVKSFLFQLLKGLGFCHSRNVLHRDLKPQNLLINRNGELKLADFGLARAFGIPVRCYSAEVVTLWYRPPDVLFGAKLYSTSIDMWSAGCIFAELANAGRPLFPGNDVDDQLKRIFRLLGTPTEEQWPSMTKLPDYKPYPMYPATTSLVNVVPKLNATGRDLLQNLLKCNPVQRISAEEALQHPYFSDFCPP
Target sequence (Q15078 whole entry, looked up): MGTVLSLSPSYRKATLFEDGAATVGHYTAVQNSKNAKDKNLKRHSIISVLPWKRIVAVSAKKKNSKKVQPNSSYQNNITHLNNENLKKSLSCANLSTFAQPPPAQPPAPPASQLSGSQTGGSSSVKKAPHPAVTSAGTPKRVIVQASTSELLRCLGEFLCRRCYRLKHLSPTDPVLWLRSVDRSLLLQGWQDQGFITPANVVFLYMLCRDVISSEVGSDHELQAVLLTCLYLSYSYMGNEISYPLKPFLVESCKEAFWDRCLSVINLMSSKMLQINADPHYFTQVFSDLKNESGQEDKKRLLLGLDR
SR-BI DiI-HDL act = enhances SR-BI lipid uptake from DiI-HDL. CHO ldlA[mSR-BI] cells, DiI-HDL uptake fluorescence, 3 h; 100 = double the neutral-control signal. activation, % at 12.5 µM. 320,000 tested, 0.096% active;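 active = mean replicate activation of at least 60% and every replicate at or above 60%; inconclusive = mean or all-replicate condition met, but not both; inactive = mean below 60% and not all replicates reaching 60%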;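 also: 0% = median plate neutral-control signal and 100% = twice that signal; values of inactives mirror those of a sister screen read the other way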
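Test system: SR-BI-overexpressing, LDLR-lacking CHO cells; Medium: Ham's F12 with 0.5% BSA, HEPES 25 mM, pH 7.4; Schedule: 3 h, 37 °C; Technique: bottom-read fluorescence, 550/595 nm.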
Wnt bcat act = Wnt/beta-catenin pathway activation; activation, % at 9.35 µM; Wnt/beta-catenin reporter cell assay, activator, plate reader; 300,000 tested, 1.2% active; in the data active = activation above about 30%, passing the limit was not always enough; inconclusive = no clear call, values can overlap the other calls;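 also: 0% = neutral control wells and 100% = positive control wells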
SR-BI HDL uptake = mouse SR-BI HDL lipid transfer inhibition | Q61009 | ldlA[mSR-BI] CHO cells, DiI-HDL uptake fluorescence, 3 h | inhibition, % at 12.5 µM | 320,000 tested, 0.96% active | AID 488896;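 active = mean replicate inhibition of at least 70% and a set share of replicates each scoring 70 or more; inconclusive = meets just one of the two criteria; inactive = fails both criteria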;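 also: 0% = median of neutral control wells and 100% = median of positive control wells; values of inactives mirror those of a sister screen read the other way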
MITF act = MITF TRPM1 promoter activation in melanoma cells. SK-MEL-5 TRPM1-promoter luciferase, 24 h; % of positive control, neutral wells = 0. activation, % at 12.5 µM. 300,000 tested, 0.75% active. AID 588334;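 active = mean activation of at least 80% with every replicate also reaching 80%; inconclusive = mean reaches 80% but some replicate falls short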;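 also: 0% = neutral control wells and 100% = parthenolide positive control wells; values of inactives mirror those of a sister screen read the other way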
HTR5A ag = counter-screen for OPRM1-OPRD1 agonists: human HTR5A agonism | P47898 | HTR5A agonist assay, luminescence, cell-based | activation, % at 9.3 µM | 340,000 tested, 0.61% active | AID 504692; in the data active = activation mostly above about 9.5%, no sharp cut-off; inactive = mostly below about 7.6%;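 also: 0% = cells with vehicle only and 100% = reference agonist; strong numbers were not always called active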
RTF Ca sens act = cardiac RTF calcium sensitization; IANBD-labeled TnC RTF fluorescence at EC20 calcium; 0% EC20 calcium, 100% full calcium; activation, % at 7.2 µM; 340,000 tested, 0.24% active; AID 493008;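 active = activation above the mean over all tested compounds plus 3 SD, cut at about 30% in these data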;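 also: rise in fluorescence read as greater calcium sensitivity of cardiac thin filaments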
PvdQ acylase = P. aeruginosa PvdQ acylase inhibition; AID 488965; inhibition, % at 10 µM; purified PvdQ acylase, fluorescence plate reader; 340,000 tested, 0.063% active; in the data active = inhibition above about 30%, passing the limit was not always enough; inconclusive = no clear call, values can overlap the other calls;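 also: 0% = vehicle neutral wells and 100% = reference inhibitor wells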
An asterisk follows results filed as active.

C=CCNC(=O)c1ccccc1NC(=O)Nc1ccccc1 was read as Rtt109 HAT inh 5, dFosB act -6, CDK5 inh -0.8, SR-BI DiI-HDL act -18, Wnt bcat act -1, SR-BI HDL uptake 18, MITF act 12, HTR5A ag 6, RTF Ca sens act 7 and PvdQ acylase inconclusive.
O=C(C1=NN[C@@H]2C(=O)N(c3ccccc3C(F)(F)F)C(=O)[C@H]12)c1ccc2ccccc2n1 was read as Rtt109 HAT inh -3, dFosB act -3, CDK5 inh -5.8, SR-BI DiI-HDL act 27, SR-BI HDL uptake -27, MITF act 8, HTR5A ag 0, RTF Ca sens act 17 and PvdQ acylase -7.
Cc1cc2oc3c(c(=O)c2cc1C)C(c1cccc(Br)c1)N(Cc1ccco1)C3=O (stereo not given) was read as Rtt109 HAT inh 4, dFosB act -2, CDK5 inh 1.0, SR-BI HDL uptake 32, MITF act 10, HTR5A ag -3, RTF Ca sens act -1 and PvdQ acylase -16.
Screening CC(C)OCC(O)CN1CCN(C(c2ccccc2)c2ccccc2)CC1 (stereo not given) returned dFosB act 0, CDK5 inh -1.4, SR-BI DiI-HDL act 10, Wnt bcat act -1, SR-BI HDL uptake -10, MITF act -7, HTR5A ag -4, RTF Ca sens act -4 and PvdQ acylase -7.
`COc1cc(CCC(=O)NC2(C)CCS(=O)(=O)C2)cc(OC)c1OC` (stereo not given) gave Rtt109 HAT inh -2, dFosB act -3, CDK5 inh -0.4, SR-BI DiI-HDL act 6, Wnt bcat act 4, SR-BI HDL uptake -6, MITF act 1, HTR5A ag 3, RTF Ca sens act -3 and PvdQ acylase -6.
For CC(C)c1c(C(=O)N/N=C/c2ccc(-c3ccccc3)cc2)nnn1-c1nonc1N the results were Rtt109 HAT inh -4, dFosB act -2, CDK5 inh 0.2, SR-BI DiI-HDL act 3, Wnt bcat act 1, SR-BI HDL uptake -3, MITF act 2, HTR5A ag 5, RTF Ca sens act -8 and PvdQ acylase -9.
O=C(COC(=O)/C=C/c1ccc([N+](=O)[O-])cc1)Nc1ccc(F)cc1 was read as Rtt109 HAT inh -3, dFosB act 19*, CDK5 inh -0.8, SR-BI DiI-HDL act -2, Wnt bcat act 0, SR-BI HDL uptake 2, MITF act -1, HTR5A ag 4, RTF Ca sens act 1 and PvdQ acylase -7.
`COc1cccc(OCCNCc2ccccc2)c1` gave Rtt109 HAT inh 0, dFosB act -4, CDK5 inh -2.2, SR-BI DiI-HDL act 4, Wnt bcat act 0, SR-BI HDL uptake -4, MITF act 1, HTR5A ag -1, RTF Ca sens act -5 and PvdQ acylase -10.
For Cc1cccn2c(=O)c3cc(C#N)c(=O)n(Cc4cccnc4)c3nc12 the results were Rtt109 HAT inh 7, dFosB act 1, CDK5 inh -1.9, SR-BI DiI-HDL act 3, Wnt bcat act -1, SR-BI HDL uptake -3, HTR5A ag 0, RTF Ca sens act -3 and PvdQ acylase -4.
Screening Cc1nc(-c2cccc3ccccc23)ccc1C(=O)O returned Rtt109 HAT inh 5, dFosB act 1, CDK5 inh 1.2, SR-BI DiI-HDL act 11, Wnt bcat act 1, SR-BI HDL uptake -11, MITF act 6, HTR5A ag 3, RTF Ca sens act -1 and PvdQ acylase 17.
Screening Cc1oc(-c2ccccc2F)nc1CS(=O)CC(=O)NC1CCCCC1 (stereo not given) returned Rtt109 HAT inh 2, dFosB act -4, CDK5 inh 0.5, SR-BI DiI-HDL act 28, Wnt bcat act 0, SR-BI HDL uptake -28, HTR5A ag 7, RTF Ca sens act -4 and PvdQ acylase -7.
For C=CCn1c(SCCOc2ccc(OC)cc2)nnc1C(C)NC(=O)Cc1ccc(OC)cc1 (stereo not given) the results were Rtt109 HAT inh -10, dFosB act -8, CDK5 inh 0.9, SR-BI DiI-HDL act -21, SR-BI HDL uptake 21, MITF act -10, HTR5A ag -1, RTF Ca sens act -3 and PvdQ acylase -1.

Sorted by heavy-atom count (ascending): part of the list above
`COc1cc(CCC(=O)NC2(C)CCS(=O)(=O)C2)cc(OC)c1OC` (stereo not given) gave Rtt109 HAT inh -2, dFosB act -3, CDK5 inh -0.4, SR-BI DiI-HDL act 6, Wnt bcat act 4, SR-BI HDL uptake -6, MITF act 1, HTR5A ag 3, RTF Ca sens act -3 and PvdQ acylase -6.
For Cc1cccn2c(=O)c3cc(C#N)c(=O)n(Cc4cccnc4)c3nc12 the results were Rtt109 HAT inh 7, dFosB act 1, CDK5 inh -1.9, SR-BI DiI-HDL act 3, Wnt bcat act -1, SR-BI HDL uptake -3, HTR5A ag 0, RTF Ca sens act -3 and PvdQ acylase -4.
For CC(C)c1c(C(=O)N/N=C/c2ccc(-c3ccccc3)cc2)nnn1-c1nonc1N the results were Rtt109 HAT inh -4, dFosB act -2, CDK5 inh 0.2, SR-BI DiI-HDL act 3, Wnt bcat act 1, SR-BI HDL uptake -3, MITF act 2, HTR5A ag 5, RTF Ca sens act -8 and PvdQ acylase -9.

(cont.)
For C[C@H](CO)N1C[C@H](C)[C@@H](CN(C)CC2CCCCC2)Oc2c(NS(=O)(=O)c3ccc(F)cc3)cccc2C1=O the results were Rtt109 HAT inh -4, dFosB act 2, CDK5 inh 0.3, SR-BI DiI-HDL act 27, Wnt bcat act -2, SR-BI HDL uptake -27, MITF act 4, HTR5A ag 0, RTF Ca sens act 5 and PvdQ acylase -10.
For O=C(CSc1ccccc1Cl)c1ccco1 the results were Rtt109 HAT inh -2, dFosB act -6, CDK5 inh 2.0, SR-BI DiI-HDL act 18, SR-BI HDL uptake -18, MITF act 11, HTR5A ag -7, RTF Ca sens act -5 and PvdQ acylase 11.
For CCOC(=O)c1ccc(CSc2nnc(N)s2)cc1 the results were Rtt109 HAT inh 3, dFosB act -10, CDK5 inh 0.7, SR-BI DiI-HDL act -4, SR-BI HDL uptake 4, HTR5A ag 2, RTF Ca sens act 2 and PvdQ acylase 1.
`COc1cccc(CC2(CO)CCCN(Cc3cn[nH]c3-c3ccccc3)C2)c1` (stereo not given) gave Rtt109 HAT inh 0, dFosB act -9, CDK5 inh 0.9, SR-BI DiI-HDL act 22, Wnt bcat act 1, SR-BI HDL uptake -22, MITF act 9, HTR5A ag -6, RTF Ca sens act 5 and PvdQ acylase -18.
For COc1ccc(C(=O)O/N=C(\N)c2ccccc2)c(OC)c1 the results were Rtt109 HAT inh -2, dFosB act -4, CDK5 inh 9.1, Wnt bcat act -15, MITF act -35, HTR5A ag 3, RTF Ca sens act -5 and PvdQ acylase -18.
`COc1ccc(NC(=O)C2CCC2)cc1S(=O)(=O)N1CCOCC1` gave Rtt109 HAT inh -1, dFosB act 5, CDK5 inh 0.9, SR-BI DiI-HDL act 5, Wnt bcat act -5, SR-BI HDL uptake -5, MITF act -3, HTR5A ag -3, RTF Ca sens act -4 and PvdQ acylase -7.
Screening Cn1c(-c2ccccc2)cnc1NCc1cc2c(cc1[N+](=O)[O-])OCO2 returned Rtt109 HAT inh 11, dFosB act 2, CDK5 inh 1.2, SR-BI DiI-HDL act -16, Wnt bcat act 5, SR-BI HDL uptake 16, MITF act -1, HTR5A ag -5, RTF Ca sens act -1 and PvdQ acylase -6.
Screening O=C(Nc1ccc(N2CCOCC2)cc1)c1cccc(S(=O)(=O)N2CCC(Cc3ccccc3)CC2)c1 returned Rtt109 HAT inh 2, dFosB act 1, CDK5 inh 0.3, SR-BI DiI-HDL act -93, SR-BI HDL uptake 93*, MITF act -13, HTR5A ag 0, RTF Ca sens act -7 and PvdQ acylase -3.
Screening Cc1cccc(NS(=O)(=O)c2cccs2)n1 returned Rtt109 HAT inh -33, dFosB act 1, CDK5 inh -0.9, SR-BI DiI-HDL act 8, Wnt bcat act 2, SR-BI HDL uptake -8, MITF act -10, HTR5A ag 7, RTF Ca sens act 0 and PvdQ acylase -6.
`O=C(NC1=NCCS1)c1cc(-c2cccs2)nc2ccccc12` gave Rtt109 HAT inh 0, dFosB act -11, CDK5 inh -0.8, SR-BI DiI-HDL act -27, Wnt bcat act -1, SR-BI HDL uptake 27, MITF act 3, HTR5A ag 7, RTF Ca sens act -6 and PvdQ acylase 3.
Screening CCOc1ccc(N2C(=O)S/C(=C\c3ccc(O)c(OCC)c3)C2=O)cc1 returned Rtt109 HAT inh 0, dFosB act -5, CDK5 inh -0.7, Wnt bcat act -3, MITF act 17, HTR5A ag -2, RTF Ca sens act 2 and PvdQ acylase -12.
CC(=O)Nc1sc2c(c1C(c1ccccn1)N1CCCC1)CCCC2 (stereo not given) was read as Rtt109 HAT inh 0, dFosB act -8, CDK5 inh 2.7, SR-BI DiI-HDL act 28, Wnt bcat act -1, SR-BI HDL uptake -28, MITF act -7, HTR5A ag -5, RTF Ca sens act 0 and PvdQ acylase -13.

A portion of the results above, for reference:
Screening CCOc1ccc(N2C(=O)S/C(=C\c3ccc(O)c(OCC)c3)C2=O)cc1 returned Rtt109 HAT inh 0, dFosB act -5, CDK5 inh -0.7, Wnt bcat act -3, MITF act 17, HTR5A ag -2, RTF Ca sens act 2 and PvdQ acylase -12.
CC(=O)Nc1sc2c(c1C(c1ccccn1)N1CCCC1)CCCC2 (stereo not given) was read as Rtt109 HAT inh 0, dFosB act -8, CDK5 inh 2.7, SR-BI DiI-HDL act 28, Wnt bcat act -1, SR-BI HDL uptake -28, MITF act -7, HTR5A ag -5, RTF Ca sens act 0 and PvdQ acylase -13.

Remaining list, next part.
For CN(C)CCCNC(=O)COc1ccc(Br)cc1Cl the results were Rtt109 HAT inh 4, dFosB act 2, CDK5 inh 0.2, SR-BI DiI-HDL act 38, Wnt bcat act 0, SR-BI HDL uptake -38, MITF act 5, HTR5A ag 4, RTF Ca sens act 6 and PvdQ acylase 7.
Screening CCOC(=O)c1c(C)sc2c1N(C(=O)CCl)c1cc(Cl)ccc1S2 returned Rtt109 HAT inh 3, dFosB act -6, CDK5 inh 0.7, SR-BI DiI-HDL act 0, SR-BI HDL uptake 0, MITF act -81, HTR5A ag 19*, RTF Ca sens act -3 and PvdQ acylase 9.
For Cc1[nH]c2ccccc2c1/C=C(/C#N)C(=O)NC(C)C the results were dFosB act 5, CDK5 inh -0.9, SR-BI DiI-HDL act 11, Wnt bcat act -5, SR-BI HDL uptake -11, MITF act -6, HTR5A ag -2, RTF Ca sens act -3 and PvdQ acylase 3.
COc1ccc(C(=O)N/C(=C/c2ccccc2F)C(=O)NCCN2CCOCC2)cc1OC was read as Rtt109 HAT inh -22, dFosB act -15, CDK5 inh -0.7, SR-BI DiI-HDL act 20, Wnt bcat act -2, SR-BI HDL uptake -20, MITF act -10, HTR5A ag -2, RTF Ca sens act -1 and PvdQ acylase -9.
